# Assay outcomes deposited in PubChem BioAssay by several laboratories.
# HIF-2a inh: HIF-2a reporter inhibitors, primary screen, luminescence, 786-0 RCC cells; 786-0 RCC cells HIF-2a reporter, luciferase luminescence, overnight; inhibition, % at 18.8 µM; 0.72% of 360,000 active;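 active = inhibition of the luminescence signal of 40% or more relative to plate controls, in a single-dose primary screen at 18.75 µM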
# Exocytosis inh: LAMP-1 surface exposure blockers, TALL-104 cells – cell-based, flow cytometry, MLPCN library, primary screen. TALL-104 LAMP-1 surface exposure; cells stimulated with thapsigargin and PMA. inhibition, % at 10 µM. AID 651702, 2012. 0.66% of 360,000 active;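 active = inhibition above about 55%, limit read from the data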
# MITF TRPM1 inh: inhibitors of MITF-dependent TRPM1 promoter reporter, primary screen, cell-based, SK-MEL-5, single point, luciferase; inhibition, % at 12.5 µM; SK-MEL-5 TRPM1 promoter luciferase, 24 h; AID 488899, 2010; 0.83% of 330,000 active;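 active = mean inhibition across replicates of 60% or more, whatever share of single replicates reaches that level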; also: values of inactives mirror those of a sister screen read the other way
# NR2E3 ag-1: inhibitors of NR2E3-RetCOR corepressor binding, primary screen, NR2E3 agonist project, biochemical, TR-FRET, GST-NR2E3, biotin-RetCOR. 1536-well. AID 2300, 2010. 0.12% of 320,000 active. inhibition of corepressor binding, % at 4.78 µM. Photoreceptor-specific nuclear receptor (Homo sapiens), Q9Y5X4;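 active = percent inhibition above the cutoff of mean plus 3 SD of all tested compounds, set per screening campaign, cut at about 20% in these data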;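 also: 0% = DMSO wells and 100% = biotin wells as full block of FRET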
# Target sequence (Q9Y5X4 whole entry, looked up): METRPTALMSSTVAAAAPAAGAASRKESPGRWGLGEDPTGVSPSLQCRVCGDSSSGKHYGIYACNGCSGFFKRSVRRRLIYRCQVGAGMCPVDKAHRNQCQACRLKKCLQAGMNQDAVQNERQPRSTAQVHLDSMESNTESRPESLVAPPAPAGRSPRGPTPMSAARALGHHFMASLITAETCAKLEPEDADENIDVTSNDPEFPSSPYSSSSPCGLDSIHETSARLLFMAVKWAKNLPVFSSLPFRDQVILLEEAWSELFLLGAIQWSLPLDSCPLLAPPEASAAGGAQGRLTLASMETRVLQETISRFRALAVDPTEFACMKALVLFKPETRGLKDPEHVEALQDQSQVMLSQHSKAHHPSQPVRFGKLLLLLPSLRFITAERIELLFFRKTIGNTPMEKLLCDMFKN
#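 System: GST-tagged NR2E3 plus biotinylated RetCOR corepressor; Buffer or medium: pH 7.5 Tris-based buffer; Probe or stimulus: RetCOR corepressor, biotinylated, 7 nM; Doses: compound at 4.8 µM, single dose; Schedule: 5 h incubation at 4 °C; Technique: time-resolved FRET; Evaluation: percent inhibition of TR-FRET ratio; Replication: one well per compound, singlicate testing.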
# Vif inh: HIV Vif self-association inhibitors, primary screen, imaging, HEK293T, single point; HEK293T cells, Vif self-association by quenched fluorescence, 24 h; 0.35% of 340,000 active; inhibition, % at 7.49 µM; in the data active = inhibition above about 50%, passing the limit was not always enough; also: some results filed as inactive read as strong as hits
# hiPSC survival: enhancers of single-cell hiPSC survival, primary screen, ATPlite luminescence; survival enhancement, % at 20 µM; 0.044% of 360,000 active; AID 602274, 2012; 100% = ROCK inhibitor wells, 0% = DMSO; in the data active = survival enhancement above about 18%;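 also: cells exposed to compounds for 16 hours before the ATP read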
# Peg3 promoter: Peg3 promoter-driven luciferase inhibitors, primary screen, cell-based, HeLa, luciferase luminescence; HeLa PEG-Prom luciferase reporter, overnight; inhibition, % at 20 µM; 1.7% of 360,000 active;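 active = inhibition of at least 50% at 20 µM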
# aDG glyco up: activators of alpha-DG glycosylation, primary screen, uHTS, Pro5-aDG cells, AlphaScreen; alpha-DG glycosylation AlphaScreen (IIH6); 0% Pro5, 100% B10-LARGE cell signal; activation, % at 10 µM; 0.22% of 360,000 active; AID 624168, 2012;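 active = activation of at least 8% versus controls, or a plate z-score of at least 8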;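 also: Pro5 are CHO cells carrying HIG-tagged alpha-DG that lacks glycosylation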
# PDI inh: inhibitors of human PDI, primary screen, biochemical, turbidity, single point, plate reader; Protein disulfide-isomerase (Homo sapiens), P07237; AID 588391, 2011; 0.052% of 350,000 active; inhibition, % at 10 µM; PDI insulin aggregation turbidity, A650, 90 min;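 active = mean inhibition across replicates of 30% or more, whatever share of single replicates reach that level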;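 also: absorbance from insulin aggregation driven by PDI reduction with DTT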
# Target sequence (P07237 whole entry, looked up): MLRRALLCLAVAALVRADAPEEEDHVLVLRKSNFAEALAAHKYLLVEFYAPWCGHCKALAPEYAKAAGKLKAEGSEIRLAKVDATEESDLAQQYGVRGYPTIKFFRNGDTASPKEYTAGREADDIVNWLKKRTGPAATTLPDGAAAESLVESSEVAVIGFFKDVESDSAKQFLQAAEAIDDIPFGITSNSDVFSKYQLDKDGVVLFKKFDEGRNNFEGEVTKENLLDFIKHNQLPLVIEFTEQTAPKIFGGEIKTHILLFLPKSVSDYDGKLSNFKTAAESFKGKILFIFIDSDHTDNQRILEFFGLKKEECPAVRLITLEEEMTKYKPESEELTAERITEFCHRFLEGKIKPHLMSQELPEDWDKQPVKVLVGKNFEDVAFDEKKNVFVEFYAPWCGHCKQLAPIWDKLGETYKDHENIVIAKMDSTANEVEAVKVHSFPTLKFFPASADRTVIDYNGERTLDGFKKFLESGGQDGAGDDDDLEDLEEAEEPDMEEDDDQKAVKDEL
# NR2E3 ag-2: NR2E3 agonists in two-hybrid cells, primary screen, cell-based, luminescence, CHO-S, Gal4-NCOR/VP16-NR2E3. luciferase. inhibition of corepressor binding, % at 3.98 µM. 0.35% of 360,000 active. AID 602229, 2012;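 active = inhibition above the mean of all tested compounds plus 3 SD, cut at about 70% in these data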;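 also: 0% = DMSO with NR2E3 transfected cells and 100% = cells lacking NR2E3 construct; higher means lower luciferase signal from less NR2E3 corepressor binding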
# CaV13 FRET inh: Primary screen for inhibitors of IQ motif and Ca2+-dependent inactivation inhibitor domain binding in CACNA1D, Förster resonance energy transfer in living cells, …; HEK cells, CFP/YFP FRET ICDI-IQ, plate reader, 10 min; percent FRET-ratio fall versus neutral wells; inhibition, % at 12.3 µM; 0.098% of 340,000 active;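 active = mean replicate inhibition of at least 30% and at least 1% of replicates passing that level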;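 also: 0% = median of the neutral control wells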
# The depositor's hits bear a star; / = no result given; & = joins results of further samples.
SMILES,HIF-2a inh,Exocytosis inh,MITF TRPM1 inh,NR2E3 ag-1,Vif inh,hiPSC survival,Peg3 promoter,aDG glyco up,PDI inh,NR2E3 ag-2,CaV13 FRET inh
Cc1cccc(N2C(=O)CC(Sc3nccc(C)n3)C2=O)c1 (configuration not stated),10,11,0,3,5,-0.5,1,0.0,5,-18,0
O=C(CSc1ccc2ccccc2n1)c1ccc2c(c1)OCO2,-232,0,-32,-1,4,-0.5,-220,0.1,6,-152,-4
CC(C)Nc1nnc(SCC(=O)Nc2ccc3c(c2)C(=O)c2ccccc2C3=O)s1,-306,6,-49,1,-7,-0.9,87*,-0.8,13,-75,-7
O=c1c(O)c(-c2ccccc2)oc2cc(O)cc(O)c12,-97,3,-47,/,-6,-2.8,-203,-0.1,/,-130,/
COc1ccc(C)cc1NC(=O)CCNC(=O)Cn1cnc2ccccc2c1=O,15,-2,-7,-1,1,0.4,4,0.0,-3,12,-3
O=C(CSc1n[nH]c(-c2cccs2)n1)N1CCCC1,-35,2,/,/,-3,-0.2,-7,-0.1,13,-13,-5
O=C(COC(=O)/C=C/c1cccs1)Nc1nc(-c2ccccc2)cs1,-82,0,-8,4,-16,0.4,-47,0.5,11,-38,-3
Nc1nnc(C(c2ccccc2)c2ccccc2)s1,11,-2,9,0,5,-1.3,5,-0.2,-6,-10,-4
COc1cc(NC(=O)COc2cc(O)c3c(c2)OC(C)(C)CC3=O)cc(OC)c1,-54,7,/,-1,-29,2.4,-8,0.4,/,-1,/
O=C(CCCN1C(=O)c2cccc3cccc(c23)C1=O)N1CCN(c2ncccn2)CC1,22,2,-13,0,-2,0.1,10,0.7,1,-10,-5
Nn1c(SCC(=O)N2CCCc3ccccc32)nnc1-c1ccc(Cl)cc1,13,-2,9,-5,-18,1.0,2,0.0,-5,3,-3
COc1ccccc1C(=O)C1CCCN(C(=O)C2CCCC2)C1 (configuration not stated),15,0,-5,0,-4,1.4,15,0.1,-2,-14,-1
O=C(CNC(=O)c1cccc(F)c1)N/N=C/c1cccc([N+](=O)[O-])c1,15,-6,-8,-2,/,3.4,-3,-0.1,2,6,-3
Oc1cccc2ccc(/C=C/c3c(F)cccc3Cl)nc12,-254,11,-2,-1,-1,-1.8,-258,-0.6,-4,-174,17
CC(C)C(=O)Nc1cccc(C(=O)N2CCCCC2C)c1 (configuration not stated),13,3,3,0,14,3.2,9,-0.1,-1,-18,-3
COc1ccc([C@H]2CC(=O)C=C(c3ccc(OC(F)(F)F)cc3)C2)cc1,-136,-2,-6,2,21,-1.1,-79,-0.2,-5,-6,-4
NC(=O)C(Cc1ccccc1)NS(=O)(=O)c1ccc(N2CCCC2=O)cc1 (configuration not stated),-19,0,11,-2,-5,0.3,6,-0.2,-13,-16,/
CCOC(=O)c1ccc(NS(=O)(=O)c2ccc3c(c2)NC(=O)CCS3)cc1,12,-11,3,-4,-4,-0.6,3,2.9,8,8,-2
COc1cccc(-c2nc(CS(=O)(=O)CC(=O)NCc3ccc4c(c3)OCO4)c(C)o2)c1,5,-2,17,-2,-4,-0.1,4,-0.1,2,17,-15
CC(/C=N/Nc1nc2ccccc2[nH]1)=C\c1ccccc1,-118,15,-1,-2,5,-2.6,-187,0.7,-5,-190,25
COc1ccc(CCNS(=O)(=O)c2cccc([N+](=O)[O-])c2)cc1OC,19,2,9,2,2,-0.2,-28,-0.1,13,-42,-5
CC(C)(C)NC(=O)C(c1ccc(-c2ccccc2)cc1)N(C[C@H]1CC[C@@H]([C@@H]2CC[C@H](CO)O2)O1)C(=O)c1ccccc1F (some centres not stated),-8,-2,7,/,0,-1.6,0,0.8,-6,-4,/
CN(Cc1cnn(C)c1)C(=O)C1CCC(=O)N(Cc2cccc(F)c2)C1 (configuration not stated),3,1,3,5,4,1.1,2,-0.2,-1,-10,-3
CC(=O)Nc1ccc(S(=O)(=O)Nc2ccccc2C(=O)N2CCCC2)cc1,-1,0,11,6,5,0.3,-7,0.0,1,-23,-4
O=C(CSc1ccc2ccccc2c1)NC1CCCc2ccccc21 (configuration not stated),24,-9,13,3,-1,2.1,0,0.1,3,-6,/
CCC(=O)c1ccc(OCC(=O)OCC(=O)NCC2CCCO2)cc1 (configuration not stated),5,8,10,-1,/,-0.2,-6,0.0,-8,27,-2
Cn1c(=O)c2c(SCc3cccnc3)nc(CC(C)(C)C)nc2n(C)c1=O,10,-2,-5,0,/,-2.3,18,-0.4,/,-20,-6
CC(=O)Nc1ccc(S(=O)(=O)NC2C3(C)CCC(C3)C2(C)C)cc1 (configuration not stated),27,-4,12,/,-5,-0.6,11,0.0,-3,4,-6
NC(=O)C1(N2CCCCC2)CCN(C(=S)NCCc2ccccc2)CC1,1,3,/,1,1,-0.4,3,-0.2,-4,19,-2
O=C(NCc1ccco1)c1ccc(Br)c(S(=O)(=O)N2CCCCC2)c1,-1,-1,13,0,-6,-1.4,24,0.2,2,8,/
COc1ccccc1/C=C/C(=O)/C=C/c1ccccc1O,-12,27,66*,/,-4,-0.7,101*,-0.4,-6,-17,-22
CC(=O)CCc1c(C)c2cccc(C)c2[nH]c1=O,-30,1,1,5,-1,0.4,-7,0.1,16,10,-6
CCC(=O)Nc1ccc(C(=O)CSc2nnc(-c3ccccc3F)n2C2CC2)cc1,-10,1,8,2,-1,-0.3,27,-0.2,2,-19,-3
Cc1nccn1CCCNC(=O)CC1C(=O)NCCN1Cc1ccc(Cl)c(F)c1 (configuration not stated),8,-6,19,2,-10,2.5,-8,-0.1,6,-4,-5
COc1ccc(CCNC(=O)c2ccc(NC3=NC4CS(=O)(=O)CC4S3)cc2)cc1OC (configuration not stated),15,0,12,3,7,0.1,-14,-0.1,-7,-21,-7
COCc1nnc(NC(=O)c2cc3ccccc3o2)s1,-150,-2,-43,3,3,-0.1,-140,0.0,4,-96,-3
COCCN(C(=O)COC(=O)c1nc(Cl)ccc1Cl)c1c(N)n(Cc2ccccc2)c(=O)[nH]c1=O,17,0,2,-1,16,-0.4,-1,0.0,-9,-8,-2
CCOC(=O)N1CC(=O)Nc2ccc(Br)cc2C1c1ccccc1 (configuration not stated),23,-4,-7,2,4,2.2,12,-0.2,7,-31,-4
O=[N+]([O-])c1ccccc1C=NNC(=S)NN=Cc1ccccc1[N+](=O)[O-],-261,1,-12,/,5,-3.1,-113,0.1,-3,-112,-5
Cc1cc(C)cc(NC(=O)CN(C)S(=O)(=O)c2cnc[nH]2)c1,5,-2,9,1,/,2.2,16,0.0,23,5,-4
COc1ccc(NC(=O)[C@@H](NC(=O)c2ccccc2)C(C)C)cc1S(=O)(=O)N1CCCCC1,15,2,-6,0,11,-0.3,21,0.3,-4,-8,-9
Cc1c(C(=O)NCCc2ccc(Cl)cc2)sc2nc3n(c(=O)c12)CCC3,-106,-3,-30,1,-7,-0.4,-48,-0.3,-2,-12,-7
C=C(C)c1cccc(C(C)(C)NC(=O)N2CCN(C)CC2)c1,3,-2,2,0,25,0.5,26,0.2,-1,8,-4
O=S(=O)(NCCOCCNS(=O)(=O)c1ccccc1)c1ccccc1,15,2,3,4,-8,0.4,7,0.2,-2,11,-8
O=C(O)c1ccc(N(Cc2ccccc2)S(=O)(=O)c2ccccc2)cc1,9,3,1,0&-1,10,-0.2,-4,-0.1,6,-17,-1
O=c1ccc2c([nH]1)CCCCCCCCCC2,30,7,4,-2,6,-0.3,54*,0.3,7,35,-20
c1ccc(CCCN2CCN(c3ccccc3)CC2)cc1,-4,-2,-15,-1,-3,-0.3,-4,0.0,15,-7,-5
CCO[C@H]1OC(C(=O)Nc2ccccc2)=C[C@@H](c2csc3ccccc23)[C@@H]1CCCO,7,16,-9,-1,-4,2.6,15,0.8,1,1,-9
COC(=O)Cn1c(C(=O)N2CCCC2)cc2c1C[C@H]1CN(C(=O)c3ccccc3)[C@@](Cc3ccc(F)cc3)(C(=O)OC)[C@@H]21,9,1,-6,-1,-8,-2.5,-10,0.0,5,15,-3
O=C(CN1CCN(Cc2ccccc2)CC1)c1ccccc1,15,0,9,-1,4,0.2,-1,3.1,7,-17,-5

# Profiles as entered above. Order of values: HIF-2a inh | Exocytosis inh | MITF TRPM1 inh | NR2E3 ag-1 | Vif inh | hiPSC survival | Peg3 promoter | aDG glyco up | PDI inh | NR2E3 ag-2 | CaV13 FRET inh
# O=C(O)c1ccc(N(Cc2ccccc2)S(=O)(=O)c2ccccc2)cc1 in the list: 9 | 3 | 1 | 0&-1 | 10 | -0.2 | -4 | -0.1 | 6 | -17 | -1
# C=C(C)c1cccc(C(C)(C)NC(=O)N2CCN(C)CC2)c1 in the list: 3 | -2 | 2 | 0 | 25 | 0.5 | 26 | 0.2 | -1 | 8 | -4
# Cc1c(C(=O)NCCc2ccc(Cl)cc2)sc2nc3n(c(=O)c12)CCC3 in the list: -106 | -3 | -30 | 1 | -7 | -0.4 | -48 | -0.3 | -2 | -12 | -7
# O=c1ccc2c([nH]1)CCCCCCCCCC2 in the list: 30 | 7 | 4 | -2 | 6 | -0.3 | 54* | 0.3 | 7 | 35 | -20

# Other entries.
SMILES,HIF-2a inh,Exocytosis inh,MITF TRPM1 inh,NR2E3 ag-1,Vif inh,hiPSC survival,Peg3 promoter,aDG glyco up,PDI inh,NR2E3 ag-2,CaV13 FRET inh
O=[N+]([O-])c1cc(-c2ncccn2)c([N+](=O)[O-])s1,91*,78*,/,0,14,-3.8,104*,-0.3,-13,5,-3
COc1ccc(OC)c(-c2nc(CN(C)C(C)c3ccncn3)c(C)o2)c1 (configuration not stated),10,0,6,0,-10,-0.1,9,0.0,-3,-7,6
COC(=O)c1scc(C)c1N1C(=O)c2ccccc2C1=O,14,-4,-1,-1,-6,0.1,15,-0.2,4,-22,-4
O=C(COC(=O)COc1ccccc1)Nc1cccc([N+](=O)[O-])c1,17,-1,-4,1,2,1.8,14,-0.1,9,0,/
COc1ccc(Cl)c(NC(=O)C/C(C)=N/NC(=O)CCc2ccccc2)c1,7,-4,2,3,3,0.0,8,0.1,0,-22,-3
C[C@H](CO)N1C[C@H](C)[C@@H](CN(C)S(=O)(=O)c2ccccc2)Oc2ccc(NC(=O)C3CCCCC3)cc2C1=O,6,-3,0,/,-2,-2.8,-8,-0.2,0,-6,-5
Cc1nc2ccc(S(=O)(=O)c3ccc4nc(C)[nH]c4c3)cc2[nH]1,23,39,-3,1,12,1.1,11,-0.2,2,-24,-5
CCCCCn1cnc2c(=S)nc(N)[nH]c21,21,-14,4,/,0,1.5,12,0.1,-2,11,-14
COc1cccc(-c2nc(OC(C)C)c3ccccc3n2)c1,-9,-7,1,0,-6,-0.3,-3,0.1,4,-14,-3
